Compound activity from PubChem BioAssay.
BLM helicase inh: Bloom syndrome helicase (human) inhibition. hit rate 0.2% among 350,000. recombinant BLM DNA unwinding, fluorescence dequenching. Potency, µM (highest dose often 56.1 µM), without a hit: at the top dose activity change, negative = inhibition, most hits filed as inhibitors. AID 2528. P54132;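 note: plate controls were vehicle for no effect and no enzyme for full effect; nearly all actives have a fitted effect of over 35% in size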
BAZ2B inh: BAZ2B (human) inhibition; Q9UIF8; AlphaScreen BAZ2B-H3K14Ac peptide displacement; Potency, µM (top dose mostly 114 µM), without a hit: at the top dose activity change, negative = inhibition, actives largely listed as inhibitors; hit rate 4.4% among 360,000; AID 504333; note: nearly all actives have a fitted effect of over 60% in size
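AlphaScreen luminescence quantifies BAZ2B engagement of H3K14Ac peptide; the protein and biotinylated peptide are both at 50 nM final, buffer PBS pH 7.4 with 0.01% Tween-20, all steps at room temperature.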
Apoferritin bind: candidate novel general anesthetic via apoferritin binding; P02791; apoferritin/1-aminoanthracene competitive binding, fluorescence; Potency, µM (titrated, usually from 77.5 µM), inactives show at the highest dose activity change, negative = displacement, hits mostly inhibitors; hit rate 0.074% among 350,000; note: nearly all actives have a fitted effect of over 20% in size
Target sequence (P02791 2-175 limits assumed): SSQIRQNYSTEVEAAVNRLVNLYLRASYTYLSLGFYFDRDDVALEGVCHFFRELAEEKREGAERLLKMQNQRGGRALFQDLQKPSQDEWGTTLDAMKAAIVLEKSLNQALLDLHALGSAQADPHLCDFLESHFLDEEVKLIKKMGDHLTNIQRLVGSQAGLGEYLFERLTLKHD
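10 uM apoferritin + 50% sat. 1-AMA, PBS; cpd 10 min RT; Ex380/Em535 endpoint; normalized to free probe vs complex; 4-param Hill fit; propofol titration as pos. ctrl.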
POLK inh: blocks human DNA polymerase kappa activity | Q9UBT6 | purified Pol kappa, fluorescent DNA synthesis assay, 10 min | Potency, µM (highest dose often 107 µM), inactives show at the top dose activity, negative = inhibition, most hits filed as inhibitors | hit rate 0.53% among 400,000 | AID 588579
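Here, compound and 10 nM enzyme are combined for 15 min at room temperature; adding 50 nM substrate (final) starts DNA synthesis, tracked by fluorescence at 0 and 10 min against buffer-only wells.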
G9a inh: blocks human histone lysine methyltransferase G9a; G9a H3K9 monomethylation, AlphaScreen, 2 h; Potency, µM (highest dose often 102 µM), for inactives: at the top dose activity, negative = inhibition, most hits filed as inhibitors; AID 504332; hit rate 8.8% among 350,000; note: nearly all actives have a fitted effect of over 75% in size
Target sequence (Q96KQ7 913-1193 limits assumed): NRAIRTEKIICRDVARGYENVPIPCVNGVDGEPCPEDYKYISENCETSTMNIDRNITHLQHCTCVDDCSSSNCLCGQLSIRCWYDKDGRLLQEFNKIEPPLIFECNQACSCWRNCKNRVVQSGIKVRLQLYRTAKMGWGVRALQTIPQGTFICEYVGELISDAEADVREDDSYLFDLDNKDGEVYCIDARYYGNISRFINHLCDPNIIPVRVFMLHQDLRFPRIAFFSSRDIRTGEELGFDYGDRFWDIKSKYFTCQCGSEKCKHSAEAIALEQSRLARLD
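Methyltransferase reactions run at room temperature for 2 h (20 nM enzyme, 500 nM biotin-H3K9 peptide, 20 uM SAM) after a 15 min compound preincubation; product detected by AlphaScreen beads and anti-H3K9me1 antibody.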
APE1 inh: inhibitors of human APE1 endonuclease; Potency, µM (highest dose often 65.8 µM), for the others: at the top dose activity change, negative = inhibition, actives largely listed as inhibitors; recombinant APE1, TAMRA/BHQ-2 abasic DNA cleavage fluorescence; AID 2517; hit rate 0.35% among 350,000;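 note: plate controls were vehicle for no effect and reference inhibitor for full effect; nearly all actives have a fitted effect of over 55% in size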
Target sequence (P27695 whole entry, looked up): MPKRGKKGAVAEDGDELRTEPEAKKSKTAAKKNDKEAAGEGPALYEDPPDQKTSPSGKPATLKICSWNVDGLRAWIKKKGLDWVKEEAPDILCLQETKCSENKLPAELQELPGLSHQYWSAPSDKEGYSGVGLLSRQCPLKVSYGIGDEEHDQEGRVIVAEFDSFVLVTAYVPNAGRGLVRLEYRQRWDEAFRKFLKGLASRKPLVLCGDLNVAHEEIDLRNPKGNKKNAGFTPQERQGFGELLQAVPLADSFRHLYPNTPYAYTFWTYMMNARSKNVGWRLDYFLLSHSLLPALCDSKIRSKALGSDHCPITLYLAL
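Readout is kinetic fluorescence (ex 525, em 598 nm) from cleavage of 50 nM TAMRA/BHQ-2 THF abasic duplex by 0.75 nM APE1, compound added 15 min beforehand at RT.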
Starred values were filed as active, the others as inactive; ? = inconclusive; nt = no result given; [ ] = another dose, or the depositor's remark. Calls come from the whole dose curve; as a rule, active = well fitted curve in the direction sought with a large enough effect; inconclusive = small, poorly fitted or top-dose-only effect, or another doubt; inactive = no such curve, though single readings can be large; an effect the other way counts as inactive or inconclusive. Unless noted, % is set by controls: 0 for no effect and ±100 for the full control effect; potency is the fitted concentration of half-maximal effect. The list is partial (hit frequency here may not be typical).

SMILES | BLM helicase inh | BAZ2B inh | Apoferritin bind | POLK inh | G9a inh | APE1 inh
O=C(c1ccccc1)[C@@H]1O[C@H]1c1ccc(-c2ccccc2)cc1 | -5.2% | nt | nt | -12.2%[19.4 µM] | nt | 0.6%
CCOC(=O)C1=C(N)Oc2ccc(Br)cc2[C@@H]1[C@@H](C#N)C(=O)OCC | -7.0% | nt | nt | -9.6%[19.4 µM] | nt | ?
CC(C)[C@H]1CC[C@@H](C)C[C@H]1O | 2.3% | nt | nt | -5.9%[19.4 µM] | nt | -5.3%
COc1cc2c3cc1Oc1c(OC)c(OC)cc4c1[C@@H](Cc1ccc(O)c(c1)Oc1ccc(cc1)C[C@@H]3N(C)CC2)N(C)CC4 | 52.4%[activator] | nt | nt | -13.8%[19.4 µM] | nt | -5.3%
COc1ccc2c(=O)cc(-c3ccc(O)cc3)oc2c1 | -0.5% | nt | nt | -5.5%[19.4 µM] | nt | ?
COC(=O)CCC(C)C1CCC2C3C(C[C@H](O)C12C)C1(C)CC[C@@H](O)CC1C[C@H]3O (stereo partly specified) | -1.6% | nt | nt | -6.8%[19.4 µM] | nt | 1.8%
COc1ccc2cccc(N3CCN(CCNC(=O)c4ccc(F)cc4)CC3)c2c1 | -6.2% | nt | nt | -12.0%[19.4 µM] | nt | -7.6%
COc1ccccc1CC(=N)N1C[C@@H]2C(=O)CCC(c3ccccc3)(c3ccccc3)[C@@H]2C1 | 2.6% | nt | nt | -10.9%[19.4 µM] | nt | -5.0%
O=C1c2ccccc2CC[C@H]1CNCCc1ccc(O)cc1 | -1.1% | nt | nt | -9.5%[19.4 µM] | nt | -1.6%
CCOC(=O)c1c(C)[nH]c2ccc3c(c12)CN1CCc2cc(OC)ccc2[C@@H]1O3 | 40.2%[activator] | nt | nt | -11.7%[19.4 µM] | nt | -9.6%
C=CC1=C(C)C2=NC1=CC1=NC(=CC3=NC(=CC4=NC(=C2)C(C)=C4CCC(=O)O)C(CCC(=O)O)=C3C)C(C=C)=C1C.[Zn] | 35.5µM* | nt | nt | 3.55µM* | nt | 4.47µM*
CC(C)[C@@H]1[C@H]2CC[C@H](C2)[C@H]1N | -3.2% | nt | nt | -6.1%[19.4 µM] | nt | -0.9%
Nc1nc2c(ncn2[C@@H]2O[C@H](CO)[C@@H](O)[C@H]2O)c(=O)[nH]1 | -1.9% | nt | nt | -10.3%[19.4 µM] | nt | 9.9%
CC(C)[C@H](CO)Nc1nc(Nc2ccc(C(=O)O)c(Cl)c2)c2ncn(C(C)C)c2n1 | -0.1% | nt | nt | -14.0%[19.4 µM] | nt | -7.6%
CC(=O)Oc1ccc(/C=C/C(=O)CC2OC(Oc3cc(OC(C)=O)c4c(c3)O[C@@H](c3ccc(OC(C)=O)cc3)CC4=O)C(OC(C)=O)C(OC(C)=O)C2OC(C)=O)cc1 (stereo partly specified) | -2.5% | nt | nt | ? | nt | 25.1%
CSc1nc(N)c2ncn([C@H]3O[C@H](COP(=O)(O)OP(=O)(O)OP(=O)(O)O)[C@@H](O)[C@@H]3O)c2n1 | -3.2% | nt | nt | -8.8%[19.4 µM] | nt | ?
Cc1c2oc3c(C)ccc(C(=O)N[C@@H]4C(=O)N[C@@H](C(C)C)C(=O)N5CCC[C@@H]5C(=O)N(C)CC(=O)N(C)[C@@H](C(C)C)C(=O)O[C@H]4C)c3nc-2c(C(=O)N[C@@H]2C(=O)N[C@@H](C(C)C)C(=O)N3CCC[C@@H]3C(=O)N(C)CC(=O)N(C)[C@@H](C(C)C)C(=O)O[C@H]2C)c(N)c1=O | -17.9% | nt | nt | -2.0%[19.4 µM] | nt | ?
Cn1c2cc(Br)sc2c2cnn(Cc3ccc(F)cc3)c(=O)c21 | nt | -3.2% | nt | nt | -38.4%[12.7 µM] | -14.3%
O=S(=O)(c1ccc2c(c1)OCCO2)N1CCN(S(=O)(=O)c2ccc3c(c2)OCCO3)CC1 | nt | 11.1% | nt | nt | 8.1%[12.7 µM] | -4.4%
CN(C)S(=O)(=O)c1cccc(NC(=O)c2ccc3c(c2)S(=O)(=O)N=C2CCCCCN23)c1 | nt | -31.7% | nt | nt | 31.6µM* | 1.1%
CCN(c1ccccc1)S(=O)(=O)c1cc2c3c(c1)CCN3C(=O)CC2 | nt | -5.9% | nt | nt | -10.9% | -17.4%
Brc1ccc(-c2ccc(C3Nc4cccc5cccc(c45)N3)o2)cc1 | nt | -30.5% | nt | nt | -24.8%[0.501 µM] | 26.0%
C#CCOCCOCCOCCNc1nc(N2CCN(C(=O)CCCCCCCCCCNC(=O)[C@H](CCCCN)n3cc(C)nn3)CC2)nc(N2CCN(C(=O)CCCCCCCCCCNC(=O)[C@@H]([C@H](C)CC)n3cc(CCCCCN)nn3)CC2)n1 | nt | 56.2µM* | nt | nt | 6.7%[2.33 µM] | ?
CC(=O)N[C@H](C(=O)N[C@@H](C)C(=O)N[C@H](C#N)CC(=O)O)C(C)C | nt | 0.7% | nt | nt | 3.9%[12.7 µM] | -2.5%
C[C@@H]1O[C@@H](OC2C(O)C(OCCc3ccc(O)c(O)c3)OC(CO)C2OC(=O)/C=C/c2ccc(O)c(O)c2)[C@H](O)[C@H](O)[C@H]1O (stereo partly specified) | nt | 31.6µM* | nt | nt | ? | 1.4%

Next part.
SMILES | BLM helicase inh | BAZ2B inh | Apoferritin bind | POLK inh | G9a inh | APE1 inh
N#Cc1c2ccc([N+](=O)[O-])cc2[n+]([O-])n1-c1ccccc1 | nt | 4.0% | nt | nt | -7.4%[2.33 µM] | 3.5%
O=C(OCC#CCNc1nnc(-c2cccc3ccccc23)o1)c1cccs1 | nt | -28.7% | nt | nt | 1.5%[12.7 µM] | 11.6%
N#Cc1nc(-c2cccc3ccccc23)oc1NCC#CCOC(=O)c1cccs1 | nt | 5.9% | nt | nt | 3.3%[12.7 µM] | -19.4%
COc1cc(C2OC(=O)c3c2ccc(OC)c3OC)ccc1O (stereo unspecified) | nt | -3.2% | nt | nt | -3.8%[12.7 µM] | -5.8%
C#CCOCCOCCOCCNc1nc(N2CCN(C(=O)CCCCCCCCCCNC(=O)[C@H]([C@@H](C)CC)n3cc(CCCCN=C(N)N)nn3)CC2)nc(N2CCN(C(=O)CCCCCCCCCCNC(=O)[C@H]([C@@H](C)CC)n3cc(CCCCN=C(N)N)nn3)CC2)n1 | nt | 50.1µM* | nt | nt | -8.6%[2.33 µM] | ?
Nc1ccc(Nc2cc(O)c3ncccc3c2)cc1 | nt | 7.08µM* | nt | nt | 1.58µM* | 9.7%
O=C(NN1C(=O)/C(=C/c2cc([N+](=O)[O-])ccc2O)SC1=S)c1ccccc1O | nt | 5.62µM* | nt | nt | -18.3%[2.33 µM] | 10.6%
Cn1c2cc(Br)sc2c2cnn(Cc3c(F)cccc3F)c(=O)c21 | nt | 8.0% | nt | nt | -30.6%[12.7 µM] | 42.4%
COc1ccc(C2Nc3ccccc3C(=O)N2Cc2ccccc2)cc1COc1ccc(Cl)cc1Cl (stereo unspecified) | nt | 4.0% | nt | nt | 2.7%[12.7 µM] | 38.3%
O=C1C(Cc2ccccc2)Nc2ncnc(N3CCc4ccccc4C3)c2N1Cc1ccc(Br)cc1 (stereo unspecified) | nt | -33.0% | nt | nt | 10.6%[2.33 µM] | 25.8%
CC(=O)NC(c1ccco1)c1cc(Cl)c2ccc(N(C)C)nc2c1O (stereo unspecified) | nt | 50.1µM* | nt | nt | ? | 1.0%
CC[C@H](C)[C@@H](C(=O)NCCCCCCCCCCC(=O)N1CCN(C(=O)OC(C)(C)C)CC1)n1cc(CCCCN=C(NC(=O)OC(C)(C)C)NC(=O)OC(C)(C)C)nn1 | nt | -27.5% | nt | nt | -1.1%[2.33 µM] | 28.4%
Cn1c2cc(B(O)O)sc2c2cnn(Cc3c(F)cccc3Cl)c(=O)c21 | nt | -27.6% | nt | nt | 2.0%[12.7 µM] | ?
O=S(=O)(O)Oc1c[nH]c2ccccc12 | nt | 44.7µM* | nt | nt | 2.51µM* | -16.4%
O=C(COC(=O)c1cccc([N+](=O)[O-])c1)c1ccc2c(c1)OCO2 | nt | -8.8% | nt | nt | ? | -13.3%
CC1(c2ccccc2)ON(c2ccccc2C(F)(F)F)C1=O (stereo unspecified) | nt | 63.7%[activator] | nt | nt | 13.5%[0.501 µM] | 12.0%
CC(=O)N[C@@H](Cc1ccc(O)cc1)C(=O)N[C@H](C(=O)N[C@@H](C)C(=O)N[C@H](C#N)CC(=O)O)C(C)C | nt | -3.3% | nt | nt | 8.0%[12.7 µM] | -40.4%
C/C(=C\c1ccccc1)C1Nc2cccc3cccc(c23)N1 | nt | ? | nt | nt | 2.6%[2.33 µM] | 14.6%
COc1ccc(CN2C(=O)C(Cc3ccccc3)Nc3ncnc(N4CCc5ccccc5C4)c32)cc1 (stereo unspecified) | nt | ? | nt | nt | ? | 4.8%
OCc1cn(Cc2ccc(O)c3ncccc23)cn1 | nt | 1µM* | nt | nt | -21.2%[12.7 µM] | 35.1%
c1cncc(CNc2ncnc3ccc(-c4ccco4)cc23)c1 | nt | -9.2% | nt | nt | ? | -11.8%
c1ccc(C(OC2CCCN(CCc3ccc4c(c3)OCO4)C2)c2ccccc2)cc1 (stereo unspecified) | 0.9% | nt | 0.1% | 4.2%[60.1 µM] | nt | nt
Cc1cc2c(cc1Cl)N(C(=O)Nc1ccc(Oc3cccnc3C)nc1)CC2 | nt | nt | nt | -8.4%[60.1 µM] | ? | nt
CC(C)[C@@H]1CC[C@@H](C)C[C@@H]1P(=O)(c1ccccc1)c1ccccc1 | nt | nt | nt | 5.1%[60.1 µM] | ? | nt
COc1ccc(CCn2nnnc2C2(c3ccc(C)cc3)CC2)cc1 | nt | nt | nt | ? | -5.0%[59 µM] | nt
NC[C@H]1O[C@@H](n2cnc3c(N)ncnc32)[C@H](O)[C@@H]1O | nt | nt | nt | -26.0%[60.1 µM] | 2.3%[59 µM] | nt
O=C1c2ccccc2C(=O)c2c(NCCc3ccc(O)cc3)ccc(NCCc3ccc(O)cc3)c21 | nt | nt | nt | 3.8%[60.1 µM] | 1.78µM* | nt
O=C(CCCCCN1CCN(c2ccccc2-c2ccccc2)CC1)NC1CCCc2ccccc21 (stereo unspecified) | nt | nt | nt | -17.3%[60.1 µM] | 12.6µM* | nt
CNCCc1cnc(CCC(c2ccccc2)c2ccccc2)[nH]1 | nt | nt | nt | -15.5%[60.1 µM] | 10µM* | nt

Sorted by molar mass (highest first): 6 of the compounds above.
SMILES | BLM helicase inh | BAZ2B inh | Apoferritin bind | POLK inh | G9a inh | APE1 inh
CC[C@H](C)[C@@H](C(=O)NCCCCCCCCCCC(=O)N1CCN(C(=O)OC(C)(C)C)CC1)n1cc(CCCCN=C(NC(=O)OC(C)(C)C)NC(=O)OC(C)(C)C)nn1 | nt | -27.5% | nt | nt | -1.1%[2.33 µM] | 28.4%
O=C1C(Cc2ccccc2)Nc2ncnc(N3CCc4ccccc4C3)c2N1Cc1ccc(Br)cc1 (stereo unspecified) | nt | -33.0% | nt | nt | 10.6%[2.33 µM] | 25.8%
O=C1c2ccccc2C(=O)c2c(NCCc3ccc(O)cc3)ccc(NCCc3ccc(O)cc3)c21 | nt | nt | nt | 3.8%[60.1 µM] | 1.78µM* | nt
Cc1cc2c(cc1Cl)N(C(=O)Nc1ccc(Oc3cccnc3C)nc1)CC2 | nt | nt | nt | -8.4%[60.1 µM] | ? | nt
COc1cc(C2OC(=O)c3c2ccc(OC)c3OC)ccc1O (stereo unspecified) | nt | -3.2% | nt | nt | -3.8%[12.7 µM] | -5.8%
C/C(=C\c1ccccc1)C1Nc2cccc3cccc(c23)N1 | nt | ? | nt | nt | 2.6%[2.33 µM] | 14.6%
